Screening data as filed in PubChem BioAssay.
M5 ag: CHRM5 agonism in calcium assay; P08912; CHO-K1 hM5 cells, Fluo-8 calcium fluorescence; 0% DMSO wells, 100% maximal acetylcholine response; activation, % at 3 µM; actives 0.19% (n = 360,000); AID 624037;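 active = activation above the run's mean over test compounds plus 3 SD, cut at about 23% in these data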;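 note: signal is peak over basal fluorescence ratio across the kinetic read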
Target sequence (P08912 whole entry, looked up): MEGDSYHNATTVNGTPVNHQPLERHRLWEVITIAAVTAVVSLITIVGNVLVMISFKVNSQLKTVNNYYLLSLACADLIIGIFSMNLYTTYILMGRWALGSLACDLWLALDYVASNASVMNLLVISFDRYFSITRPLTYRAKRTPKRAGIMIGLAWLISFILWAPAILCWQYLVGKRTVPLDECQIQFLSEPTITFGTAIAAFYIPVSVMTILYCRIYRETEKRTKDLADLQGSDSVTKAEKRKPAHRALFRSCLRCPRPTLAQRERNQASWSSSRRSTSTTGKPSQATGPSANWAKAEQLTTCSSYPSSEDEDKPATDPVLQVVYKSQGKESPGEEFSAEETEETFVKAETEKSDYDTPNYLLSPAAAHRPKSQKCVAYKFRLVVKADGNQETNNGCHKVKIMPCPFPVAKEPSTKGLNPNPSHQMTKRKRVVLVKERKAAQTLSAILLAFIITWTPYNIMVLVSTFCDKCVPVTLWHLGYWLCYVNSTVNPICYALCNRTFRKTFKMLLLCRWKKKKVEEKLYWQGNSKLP
CHRM1 agonist: human M1 muscarinic receptor agonism | activation, % at 3 µM | P11229 | CHO-K1 hM1, Fluo-8 calcium fluorescence, agonist mode; 0% DMSO, 100% acetylcholine EC100 | actives 0.33% (n = 360,000);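 active = activation above the run's mean compound activation plus 3 SD, cut at about 16% in these data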;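 note: peak over basal fluorescence ratio within a 140 s kinetic read after compound addition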
M4 ag: agonists of human muscarinic M4 receptor (CHRM4); CHO-K1 hM4/Gqi5, Fluo-8 calcium fluorescence; vehicle 0%, full acetylcholine response 100%; P08173; actives 0.14% (n = 360,000); AID 624127; activation, % at 3 µM;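 active = activation above the run mean over all test wells plus 3 SD, cut at about 32% in these data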;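 note: peak over basal fluorescence ratio per well then scaled between controls; 0% = DMSO wells and 100% = acetylcholine at EC100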
Target sequence (P08173 whole entry, looked up): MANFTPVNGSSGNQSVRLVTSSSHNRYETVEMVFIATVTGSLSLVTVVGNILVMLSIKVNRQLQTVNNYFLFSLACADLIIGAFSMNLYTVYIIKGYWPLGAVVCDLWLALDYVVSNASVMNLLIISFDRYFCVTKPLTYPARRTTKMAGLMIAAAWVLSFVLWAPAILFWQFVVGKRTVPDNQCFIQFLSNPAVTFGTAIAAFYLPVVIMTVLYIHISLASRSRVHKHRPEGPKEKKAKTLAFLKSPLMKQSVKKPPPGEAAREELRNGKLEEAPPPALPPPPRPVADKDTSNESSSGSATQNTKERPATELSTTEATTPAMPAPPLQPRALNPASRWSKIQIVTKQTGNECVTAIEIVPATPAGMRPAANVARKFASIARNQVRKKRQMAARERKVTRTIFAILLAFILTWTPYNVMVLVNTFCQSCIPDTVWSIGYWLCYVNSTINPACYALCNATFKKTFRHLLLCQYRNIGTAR
TAAR1 agonist: human TAAR1 agonism; Q96RJ0; CHO RD-HGA16 TAAR1, Fluo-8 calcium fluorescence; vehicle wells 0%, saturating PEA agonist 100%; activation, % at 3 µM; actives 0.99% (n = 360,000); AID 624467;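 active = activation above the mean activation of all test compounds in the run plus 3 SD, cut at about 38% in these data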
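Test system: RD-HGA16 (CHO) cells co-expressing Gα16 and hTAAR1 / Benchmarks: DMSO vehicle as 0%, PEA at EC100 as 100% / Repeats: no replicates (n 1) / Measure: % activation from peak over basal fluorescence ratio, DMSO-to-PEA scaled / Timing: 17-24 h plating, Fluo-8 75 min 37 °C, 30 min RT / Technique: kinetic Fluo-8 calcium fluorescence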
CHRM1 antagonist: antagonists of human M1 muscarinic receptor; CHO-K1 hM1, Fluo-8 calcium fluorescence, ACh EC80 antagonist; inhibition, % at 3 µM; actives 1.3% (n = 360,000); P11229;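 active = percent inhibition above its own plate's cutoff, namely the mean of that plate's compound wells plus 3 SD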;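 note: peak over basal fluorescence ratio during 140 s after agonist addition; 0% = ACh EC80 plus DMSO and 100% = DMSO alone without agonist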
M4 antag: antagonists of human muscarinic M4 receptor (CHRM4); P08173; CHO-hM4 cells, ACh EC80, Fluo-8 calcium fluorescence; inhibition, % at 3 µM; actives 0.73% (n = 360,000); AID 624125;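 active = inhibition above its plate's cutoff, the mean inhibition of sample wells plus 3 SD, cut at about 27% in these data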;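 note: 0% = acetylcholine EC80 with DMSO and 100% = DMSO without agonist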
CHRM5 antagonist: blocks acetylcholine activation of human M5 receptor | actives 0.59% (n = 360,000) | CHO-hM5 cells, Fluo-8 calcium fluorescence, ACh EC80 | inhibition, % at 3 µM;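 active = inhibition above a per-plate cutoff, the mean of that plate's test compounds plus 3 SD, cut at about 27% in these data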;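 note: 0% = acetylcholine EC80 with DMSO and 100% = DMSO without agonist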
M1 PAM: positive allosteric modulators of human M1 muscarinic receptor; P11229; CHO-K1 hM1, Fluo-8 calcium fluorescence, ACh EC20; 0% = ACh EC20, 100% = maximal ACh; activation, % at 3 µM; actives 0.088% (n = 360,000); in the data active = activation above about 19%, passing the limit was not always enough
M5 PAM: potentiates acetylcholine response at human M5 receptor. P08912. CHO-K1 hM5, Fluo-8 calcium, ACh EC20 PAM; 0% = ACh EC20, 100% = ACh EC100. activation, % at 3 µM. actives 0.3% (n = 360,000). AID 624038;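 active = activation above the run cutoff, the mean activation of all test compounds plus 3 SD, cut at about 18% in these data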
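System – CHO-K1 hM5 cells · Compound – 3 µM, single dose · Incubation – compound preincubation 140 s before EC20 acetylcholine addition · Technique – Fluo-8 calcium fluorescence · Measure – Max/basal fluorescence ratio as % of EC20–EC100 ACh window · Benchmarks – low control EC20 acetylcholine (0%), high control EC100 acetylcholine (100%) · Replication – singlicate, one well per test compound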
* marks the source's active call; other numbers are inactive results; / = not tested or not shown. Not all compounds are listed; the hit share may differ from the screen's.

Sequence of screens: M5 ag, CHRM1 agonist, M4 ag, TAAR1 agonist, CHRM1 antagonist, M4 antag, CHRM5 antagonist, M1 PAM, M5 PAM
- O=C(Nc1cc(Br)c(O)c(Br)c1)c1cccc(NC(=O)c2ccco2)c1
  3.2, -1.4, 6.9, 6.2, 3.9, -3.4, 8.2, -4.1, -9.5
- CC(=O)c1ccc(C(=O)NC2CCCN(Cc3ccccc3F)C2)cc1 (centres undefined)
  -1.8, -0.8, 1.3, 1.4, -12.6, -14.6, 2.1, 8.3, 3.5
- COc1ccc(Cn2c(CCC(=O)NCCC(C)C)nc3ncccc3c2=O)cc1
  -2.1, -0.7, -0.2, 3.3, -0.6, -12.2, 12.0, 20.4, -4.4
- O=C(CCCC(=O)N(c1ccc2c(c1)OCCO2)C(C(=O)NC1CCCCC1)c1ccc(F)cc1)Nc1ccccn1 (centres undefined)
  -1.1, 5.0, 0.1, 7.1, -1.7, -1.0, 9.4, 15.8, -10.0
- CCOC(=O)C1=CN(Cc2cccc(-c3ccc(F)cc3)c2)S(=O)(=O)N(C)C1C (centres undefined)
  -1.3, -1.6, 0.2, 7.1, 9.1, -3.9, -13.2, -3.8, -2.5
- N=C1C(c2ccc(Br)cc2)=C(O)C2CCc3ccccc3N12 (centres undefined)
  -1.3, -4.8, 1.4, 11.1, 14.7, 8.8, -1.6, -4.3, 0.1
- O=C(NN=C1CCN(Cc2ccccc2)CC1)C(O)c1ccccc1 (centres undefined)
  -1.3, -8.2, 1.1, 13.7, -9.1, -1.4, -9.4, 11.2, 0.6
- Cc1nn(-c2ccccc2)c(Cl)c1/C=C(\C#N)C(=O)NC(C)C
  -4.1, -6.2, 0.5, 1.0, 0.5, 15.6, 3.4, 4.2, -2.1
- COC(=O)c1ccccc1NC(=O)Nc1ccc(Br)cn1
  -0.4, -3.0, -0.6, 5.7, -5.7, 0.7, 9.2, 5.3, -1.2
- COC(=O)c1[nH]c(C)c(/C(O)=C2\C(=O)C(=O)N(CCCN3CCOCC3)C2c2ccccn2)c1C (centres undefined)
  -1.6, -2.4, 0.9, 10.7, -4.1, -1.7, 1.7, 0.4, -1.0
- CS(=O)(=O)N(CC(=O)Nc1ccc2c(c1)OCO2)Cc1ccccc1
  -0.1, -3.0, 1.2, 5.0, 14.0, 2.5, 2.5, -1.0, -5.8
- Cc1ccc(C)c(N2CCN(C(=O)CCCCCn3c(=S)[nH]c4ccc(N5CCOCC5)cc4c3=O)CC2)c1
  -1.0, -0.3, 17.7, 7.7, 39.5*, 33.6*, 23.1, -12.0, -12.4
- Cc1cccc(C)c1NC(=S)N(CCN(C)C)C(C)c1cccnc1 (centres undefined)
  -2.2, 2.4, 0.7, -0.3, -6.8, 1.4, -0.3, 11.4, 17.1
- COc1ccc(C2=Nc3nc(-c4ccccc4)cn3C(c3ccc(OC)cc3)C2)cc1 (centres undefined)
  -3.0, -5.9, 0.6, 12.4, -8.9, -4.7, 2.0, 2.6, -5.0
- O=S(=O)(c1ccccc1)c1nc(-c2ccco2)oc1NCc1ccco1
  -11.2, -6.2, -0.7, 0.1, -6.7, 2.0, -2.4, 4.7, -0.6
- CCN(C(=O)COC(=O)/C=C/c1c(C)nn(-c2ccccc2)c1C)c1c(N)n(Cc2ccccc2)c(=O)[nH]c1=O
  3.8, -1.0, 0.5, 6.9, -10.9, -4.5, 0.8, 14.8, -1.4
- O=C(CCN1C(=O)C2C3C=CC(C4CC34)C2C1=O)Oc1ccccc1 (centres undefined)
  2.2, -5.0, 2.8, 1.9, -7.5, 4.2, -1.1, 7.9, 0.3
- N#Cc1ccc(OCC(=O)Nc2cccc(S(=O)(=O)NC3=NCCCCC3)c2)cc1
  3.4, -0.2, 5.4, 8.3, -16.1, -5.7, 5.1, 2.9, -1.4
- COc1cccc(CNC(=O)[C@@H]2CCCN2C(=O)[C@H]2CCCCN2C(=O)c2cccc(Cl)c2)c1
  6.3, /, 4.2, 1.4, /, -7.1, 2.4, /, -3.9
- O=C(Nc1ccc(F)cc1)c1ccccc1
  0.9, -4.5, 1.4, 6.5, -5.0, -6.6, 3.9, 6.1, -6.3

4 of these compounds, reformatted.
| Structure | M5 ag | CHRM1 agonist | M4 ag | TAAR1 agonist | CHRM1 antagonist | M4 antag | CHRM5 antagonist | M1 PAM | M5 PAM |
| --- | --- | --- | --- | --- | --- | --- | --- | --- | --- |
| Cc1nn(-c2ccccc2)c(Cl)c1/C=C(\C#N)C(=O)NC(C)C | -4.1 | -6.2 | 0.5 | 1.0 | 0.5 | 15.6 | 3.4 | 4.2 | -2.1 |
| Cc1cccc(C)c1NC(=S)N(CCN(C)C)C(C)c1cccnc1 (centres undefined) | -2.2 | 2.4 | 0.7 | -0.3 | -6.8 | 1.4 | -0.3 | 11.4 | 17.1 |
| O=C(NN=C1CCN(Cc2ccccc2)CC1)C(O)c1ccccc1 (centres undefined) | -1.3 | -8.2 | 1.1 | 13.7 | -9.1 | -1.4 | -9.4 | 11.2 | 0.6 |
| COc1ccc(Cn2c(CCC(=O)NCCC(C)C)nc3ncccc3c2=O)cc1 | -2.1 | -0.7 | -0.2 | 3.3 | -0.6 | -12.2 | 12.0 | 20.4 | -4.4 |

Continuation:
Sequence of screens: M5 ag, CHRM1 agonist, M4 ag, TAAR1 agonist, CHRM1 antagonist, M4 antag, CHRM5 antagonist, M1 PAM, M5 PAM
- CCOc1ccccc1N(C(=O)c1snc(C(N)=O)c1N)C(C(=O)NCC1CCCO1)c1ccc2ncccc2c1 (centres undefined)
  -2.8, -6.9, 1.0, 0.4, -2.4, -1.0, 2.3, 6.9, 0.6
- CN(C)S(=O)(=O)c1ccc(Cl)c(C(=O)NCCNC(=O)c2cc(S(=O)(=O)N(C)C)ccc2Cl)c1
  0.7, -5.0, 0.5, 2.6, -4.0, 3.8, 9.8, 1.3, -3.6
- CCOc1ccc2nc(SCc3ccc(F)cc3)sc2c1
  1.1, 0.0, 0.5, 4.7, 4.3, 0.3, 0.7, 1.8, -1.4
- CCOC(=S)SCC(=O)N1CCc2ccccc2C1C1C(=O)CC(C)(C)CC1=O (centres undefined)
  -2.5, -4.5, 0.3, 3.3, -4.4, 2.5, 3.2, 7.8, -6.4
- O=C(C[C@H]1C[C@H](C(=O)N2CCCCC2)[C@@]2(CCc3ccccc3)c3[nH]c4cc(-c5ccco5)ccc4c3CCN2C1=O)NCc1ccco1
  0.4, -2.6, 0.0, -0.3, -16.9, -22.8, -0.3, 9.7, -3.4
- CCCCCCOc1ccc(/C=C/C(=O)N2CCOCC2)cc1OC
  5.3, -1.7, 4.2, 3.1, -7.7, -12.9, 6.9, 11.1, 5.2
- Cc1nc(-c2cn[nH]c2)c2cc(C)oc2n1
  -5.8, -3.1, 0.8, 3.9, 3.6, -0.4, 8.0, -4.3, -3.8
- COc1cccc(NC(=O)c2cnc(NS(=O)(=O)c3ccccc3)nc2)c1
  2.3, -2.0, 0.9, 0.8, -1.3, -5.6, -0.8, -2.2, 0.6
- Cn1c(N2CCN(C(c3ccccc3)c3ccccc3)CC2)nc2c1c(=O)[nH]c(=O)n2C
  1.7, -2.3, 13.3, 15.2, 14.7, 6.7, 12.4, -5.6, -7.5
- Cc1nc(C(=O)N2CCCC(C(=O)c3ccc(Cl)cc3)C2)cs1 (centres undefined)
  -3.8, -3.4, 0.6, 4.0, -1.5, 6.0, 9.8, 0.4, -7.7
- C=CCn1c(SCC(=O)Nc2ccccc2-c2ccccc2)nc2cc(C(=O)O)ccc2c1=O
  -4.0, -4.6, 0.1, -0.5, -1.9, -0.2, 5.1, 4.6, 8.1
- Cc1ccc(C2=NN(C)c3nc4ccccc4n3C2)cc1
  -3.5, -2.0, 6.4, 3.8, -5.3, -9.2, -1.7, 0.6, -5.2
- CCOc1ccccc1NC(=O)c1cc(CC(C)C)oc1C
  -8.7, -3.4, -1.9, 9.6, 0.9, -3.9, 2.1, -0.5, 5.9
- CCOC(=O)C1CCCN(c2c(NCc3ccco3)c(=O)c2=O)C1 (centres undefined)
  3.9, 26.7*, -0.6, 7.6, -19.0, -3.3, -0.2, 12.3, 0.1
- CC(=NC1CC1)C1=C(O)c2ccccc2C1=O
  -1.2, -5.5, 1.1, 3.5, 5.5, 3.9, 4.0, 2.4, -10.2
- COc1cc(OC)c(C(=O)NC2CC(C)(C)NC(C)(C)C2)cc1OC
  -0.9, -0.8, -0.2, 1.9, -3.3, -0.2, 1.6, 1.6, 3.3
- CCOC(=O)C(NC(=O)Nc1ccc(F)cc1F)(Oc1ccccc1)C(F)(F)F (centres undefined)
  -0.1, -7.1, -0.2, 1.9, -10.1, 7.2, 0.5, 6.6, 1.8
- Cc1ccc2[nH]c(O)c(N=NC(=O)C(C)n3cnc4ccccc4c3=O)c2c1 (centres undefined)
  -1.8, -5.0, 2.1, 0.4, -1.3, -2.8, 1.7, 3.1, -1.2
- CCCc1nc(SCC(=O)c2ccc(F)cc2)c2ccccc2n1
  -4.0, -3.2, -2.1, -0.2, -7.9, -0.4, 4.3, 9.3, 2.5
- Cc1ccc(C(=O)CCNc2ccc(Br)cc2)o1
  -9.7, -4.5, 0.2, 10.9, -6.6, 6.9, -3.4, 6.9, 12.3
- CN=C1N(C)C[C@@H]2[C@@H]3C(=O)N(Cc4ccccc4)C(=O)[C@@H]3[C@](Cc3ccccc3)(C(=O)OC)N12
  -0.6, 0.0, -0.6, 2.5, -10.2, 0.9, -2.4, 16.4, 3.9
- O=C(CSc1ccc(-c2ccc(-n3cccn3)cc2)nn1)Nc1ccc([N+](=O)[O-])cc1
  -0.6, 5.3, -2.9, 0.1, -8.1, 100.9*, 8.6, 16.8, -0.8
- COc1cc2c(cc1NC(=O)CN(C)Cc1ccc(OC)c(OC)c1)oc1ccccc12
  -4.8, -10.5, 3.7, 9.2, 5.1, 0.0, -4.0, -0.2, -5.4
- CCN1CCN(C(c2cccs2)C(C)NC(=S)NC2CCCCC2)CC1 (centres undefined)
  -18.0, -6.5, 0.8, -3.3, -2.0, -19.4, 9.4, -3.4, -24.0
- CCOC(=O)N1CCN(S(=O)(=O)c2cccc3nsnc23)CC1
  -2.1, 2.9, 0.8, 0.5, -22.6, -4.9, -2.0, 4.9, -1.8
- Cc1cc(=O)oc2cc(OCC(=O)Nc3ccccc3C(N)=O)c(Cl)cc12
  0.2, -0.5, 0.8, 1.6, -8.4, -17.5, -7.6, 3.4, 1.8
